B2AR arrestin: recruits beta-arrestin to the human beta2-adrenergic receptor; P07550; beta-arrestin recruitment to beta2AR, cell-based reporter; Potency, µM (top dose mostly 46.1 µM), for the others: top-dose activation, most hits filed as activators; 330,000 compounds, 0.02% hits;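 also: potency is read from the fitted curve at half-maximal effect; 0% = DMSO controls and full agonism = EC100 isoproterenol or metaproterenol; nearly all actives have a fitted effect of over 65% in size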
GALK inh: galactokinase (human) inhibition; P51570; Potency, µM (series often up to 57.5 µM), inactives show at the highest dose activity change, negative = inhibition, actives largely listed as inhibitors; AID 1868; Purified GALK, Kinase-Glo residual ATP luminescence; 270,000 compounds, 0.007% hits; also: potency is read from the fitted curve at half-maximal effect; % is scaled to controls: 0 for no effect and ±100 for the full control effect
Target sequence (P51570 whole entry, looked up): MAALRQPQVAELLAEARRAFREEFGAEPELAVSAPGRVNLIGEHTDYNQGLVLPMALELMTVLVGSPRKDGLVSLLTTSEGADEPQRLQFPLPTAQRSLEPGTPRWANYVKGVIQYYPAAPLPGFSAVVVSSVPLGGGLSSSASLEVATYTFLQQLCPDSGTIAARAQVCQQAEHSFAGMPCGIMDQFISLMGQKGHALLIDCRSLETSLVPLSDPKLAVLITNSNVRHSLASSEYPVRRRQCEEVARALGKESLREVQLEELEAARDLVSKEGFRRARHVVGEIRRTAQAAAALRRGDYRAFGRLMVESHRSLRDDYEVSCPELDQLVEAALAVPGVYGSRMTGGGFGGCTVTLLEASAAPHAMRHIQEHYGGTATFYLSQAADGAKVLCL
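Galactose (100 uM) and ATP (35 uM) were turned over by 5 nM GALK for 1 h at RT. Kinase-Glo Plus then converted the remaining ATP into a luminescent signal.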
Giardia kill: kills Giardia lamblia; Giardia lamblia trophozoite viability; AID 540267; activity change, % at 7.66 µM, hits read low; 340,000 compounds, 0.15% hits; in the data active = activity change below about -80%; inconclusive = between about -30% and that limit;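 also: parasites exposed to compound for two days anaerobically before the ATP read; % is scaled to controls: 0 for no effect and ±100 for the full control effect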
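Luminescence from cellular ATP indicates surviving trophozoites (100 cells/well) following 48 hrs anaerobic compound treatment at 37 deg C; signal develops 15-30 min at room temperature.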
a7 integrin act: activates integrin-mediated alleviation for muscular dystrophy; Potency, µM (series often up to 38.3 µM), for the others: at the highest dose activation, hits mostly activators; 350,000 compounds, 0.064% hits; alpha7betagal myoblasts, beta-gal FDG fluorescence, 48 h;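 also: potency is read from the fitted curve at half-maximal effect; 100% = response of the positive control SU9516; nearly all actives have a fitted effect of over 60% in size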
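alpha7betagal+/- myoblasts (passage 13, 250/well) treated 48 h at 37C with compounds at 1:260 dilution of DMSO stock. Lysed, then beta-galactosidase activity read as FDG fluorescence (ex 480/em 540) after 30 min, with pre-read for autofluorescence.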
BCR signal inh: blocks chronic active B-cell receptor signaling. 340,000 compounds, 0.05% hits. Potency, µM (doses to about 46.1 µM), inactives show at the top dose ratio change, negative = lower green/red ratio, actives largely listed as inhibitors. ABC-DLBCL IkBa-CBG/CBR reporter, luminescence ratio, 4 h; active = well fitted inhibition curve with a large enough effect in the signal ratio, with a control signal flat, not every such curve was filed as active; inconclusive = small, poorly fitted or top-dose-only effect, or effect the other way, or a change in a side signal; the % refers to the signal ratio;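 also: potency is read from the fitted curve at half-maximal effect; plate controls were basal doxycycline-induced cells for no effect and cells given 10 µM MG132 for full effect; MG132 reads +100%, hits lower the ratio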
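Doxycycline induced both beetle luciferases in TMD8 lymphoma cells; IKK-driven degradation limits the IkappaBalpha-fused green signal, while red luminescence normalises for cell number and nonspecific effects. Compounds tested up to 46 uM, 4 hrs.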
TSG101-PTAP inh: blocks PTAP/TSG101 interaction to inhibit HIV-1 budding. Q99816. Fluorescence polarization, FITC-PTAP peptide / Tsg101 binding. Potency, µM (top dose mostly 115 µM), without a hit: at the highest dose activity change, negative = inhibition, usual class: inhibitors. 340,000 tested, under 10 active. AID 493005; active = well fitted inhibition curve with a large enough effect in the main read-out, with a control signal flat, not every such curve was filed as active; inconclusive = small, poorly fitted or top-dose-only effect, or effect the other way, or a change in a side signal; inactive = no such curve, though single readings can be large or run the other way; also: potency is read from the fitted curve at half-maximal effect; % of control where 0% means no effect
Target sequence (Q99816 whole entry, looked up): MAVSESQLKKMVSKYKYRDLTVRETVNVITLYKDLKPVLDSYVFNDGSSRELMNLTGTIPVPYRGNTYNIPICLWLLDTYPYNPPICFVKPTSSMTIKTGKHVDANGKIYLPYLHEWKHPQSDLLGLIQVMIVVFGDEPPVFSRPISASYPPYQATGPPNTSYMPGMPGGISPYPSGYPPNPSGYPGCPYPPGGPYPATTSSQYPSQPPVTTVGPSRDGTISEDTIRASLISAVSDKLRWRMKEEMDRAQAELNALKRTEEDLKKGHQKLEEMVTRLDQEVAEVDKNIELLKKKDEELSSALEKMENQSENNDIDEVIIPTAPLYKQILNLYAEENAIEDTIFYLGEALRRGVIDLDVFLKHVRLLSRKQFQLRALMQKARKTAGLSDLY
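Compounds were pin-transferred onto Tsg101 binding domain (10 uM final) in HEPES pH 7.5 buffer, then FITC-PTAP peptide was added at 50 nM final. After 20 min at RT, polarization reported peptide displacement across a qHTS concentration series.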
ASM inhibitor: inhibitors of human secretory acid sphingomyelinase | Potency, µM (highest dose often 57.5 µM), inactives show top-dose activity change, negative = inhibition, hits mostly inhibitors | AID 504937 | placental ASM, HMU-PC fluorogenic substrate, 60 min | P17405 | 340,000 compounds, 0.006% hits; also: potency is read from the fitted curve at half-maximal effect
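Fluorescence read-out (Ex 386 nm, Em 447 nm) after stopping the reaction at pH 10. Enzyme: ASM from human placenta; substrate HMU-PC0, 9 uM final; 60 min, 37 °C. Compound preincubation 10 min, ambient temperature.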
Menin-MLL TR inh: menin-MLL binding inhibition, Texas Red mutant peptide. O00255. Menin + Texas Red MLL mutant peptide, fluorescence polarization. Potency, µM (highest dose often 61.6 µM), inactives show at the highest dose FP activity change, negative = inhibition, most hits filed as inhibitors. 270,000 compounds, 0.23% hits. AID 1768; active = well fitted inhibition curve with a large enough effect in the polarisation, with a control signal flat, not every such curve was filed as active; inconclusive = small, poorly fitted or top-dose-only effect, or effect the other way, or a change in a side signal; inactive = no such curve, though single readings can be large or run the other way; the % refers to the polarisation; also: potency is read from the fitted curve at half-maximal effect; % of control where 0% means no effect; many of its hits are not listed in these tables
Tb PFK inh: T. brucei PFK enzyme inhibition; T. brucei PFK, ADP-Glo luminescence; Potency, µM (highest dose often 57.5 µM), inactives show at the top dose activity, negative = inhibition, usual class: inhibitors; 330,000 compounds, 0.17% hits;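 also: potency is read from the fitted curve at half-maximal effect; 0% = uninhibited 1x PFK enzyme wells and -100% = no-enzyme wells; nearly all actives have a fitted effect of over 60% in size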
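In TEA buffer at pH 8.0 with 5 mM MgCl2, enzyme (1.25 nM) converted F6P (0.5 mM) and ATP (0.1 mM) for 45 min at room temperature. ADP product was read by luciferase luminescence.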
Coupling enz: counter-screen for Giardia aldolase inhibitors: coupling enzyme system; coupling enzyme system counterscreen, AmpLite Red fluorescence; activity change, negative = inhibition, % at 58.2 µM, hits read low; 290,000 compounds, 0.67% hits; AID 2472; in the data active = activity change below about -30%; also: % is scaled to controls: 0 for no effect and ±100 for the full control effect
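Counterscreen of the coupled detection system alone, without aldolase: glyceraldehyde-3-phosphate coupling enzymes plus AmpLite Red readout. Compounds at 57.5 uM final, 10 min RT preincubation, 20 min RT reaction, fluorescence 525/598 nm.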
PKM2 activator: increases activity of human pyruvate kinase M2; Potency, µM (titrated, usually from 57.5 µM), without a hit: at the top dose activation, actives largely listed as activators; 260,000 compounds, 0.34% hits; purified PKM2, Kinase-Glo ATP luminescence, activation; response scale: 0% is enzyme alone, no compound; also: potency is read from the fitted curve at half-maximal effect; % is scaled to controls: 0 for no effect and ±100 for the full control effect; nearly all actives have a fitted effect of over 55% in size
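Purified hPK-M2 (>95%) run at intermediate activity with 0.1 mM ADP and 0.5 mM PEP in 50 mM imidazole pH 7.2, KCl, MgCl2; 1 h room temperature. ATP formed read by Kinase-Glo luminescence; normalized to uninhibited and no-enzyme controls.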
The depositor's hits bear a star; ? = inconclusive; nt = not tested or not shown; & = joins results of further samples; [ ] = dose if it differs, or a comment. Unless noted, calls follow the shape of the dose curve; as a rule, active = well fitted curve in the direction sought with a large enough effect; inconclusive = small, poorly fitted or top-dose-only effect, or another doubt; inactive = no such curve, though single readings can be large; an effect the other way counts as inactive or inconclusive. The list is partial. The share of hits here may be higher or lower than overall.

structure,B2AR arrestin,GALK inh,Giardia kill,a7 integrin act,BCR signal inh,TSG101-PTAP inh,ASM inhibitor,Menin-MLL TR inh,Tb PFK inh,Coupling enz,PKM2 activator
CN1CC(C#N)C2(O)c3ccccc3CCC2C1 (centres undefined),0.3%,0%,-5,5%,2%,-10%,4%,2%,1%,1,1%
CCCCNC(=O)Oc1c(Br)cc2sc(=O)oc2c1Br,-1.0%,5%,nt,nt,?,nt,nt,nt,12%,4,1%
Nc1nc(N2CCN(c3cccc(Cl)c3)CC2)n[nH]1,-0.4%,2%,-2,-7%,-3%,0%,4%,9%,27µM*,1,-1%
COc1cc(CNCCc2ccc3c(c2)OCO3)ccc1O,-1.0%,4%,16,-4%,-1%,1%,-1%,15%,-1%,0,6%
CCOP(=O)(OCC)/C(C#N)=C/c1ccc(Br)cc1,-0.6%,-4%,-8,-37%,?,-7%,4%,8%,1%,2,0%
COc1ccc(CCn2c(O)c(C=NCCN3CCCCC3)c(=O)[nH]c2=O)cc1OC,0.0%,-3%,3,5%,-28%,-6%,2%,-3%,-3%,3,0%
CN1CCN(c2ncnc(Cl)c2N)CC1,0.1%,-1%,18,26%,-3%,-3%,0%,-2%,4%,1,-7%
CCOP(=O)(c1ccc(N(C)C)cc1)C(O)c1ccc(C)cc1 (centres undefined),-0.2%,-3%,4,-11%,?,2%,-5%,?,0%,-1,nt
CCOC(=O)c1sc(/N=C/c2c(O)n(-c3cccc(C)c3)c(=O)[nH]c2=O)c(C#N)c1C,-0.4%,0%,-10,19%,-9%,0%,-1%,-1%,-3%,2,6%
COP(=O)(OC)/C(C=O)=N/Nc1ccc([N+](=O)[O-])cc1,0.1%,1%,23,58%,10%,-1%,-18%,11%,-3%,11,3%
CC(C)CCOP(=O)(c1ccc(N(C)C)cc1)C(O)c1ccccc1 (centres undefined),-0.3%,1%,3,-23%,?,-3%,0%,?,1%,2,nt
Cc1nc2nc(SCC(=O)N3CCC4(CC3)OCCO4)nn2c(C)c1Cc1ccccc1,6.1%,2%,-3,-48%,19%,0%,-1%,-2%,0%,4,2%
CCOP(=O)(OCC)c1ccc2c(c1)C(=O)c1ccccc1CC2,0.0%,nt,11,nt,?,-2%,-8%,nt,0%,nt,nt
N=Cc1c(O)n(-c2ccc(C34CC5CC(CC(C5)C3)C4)cc2)c(=O)[nH]c1=O,-0.4%,nt,-8,-2%,3%,0%,-3%,-1%,2%,4,-1%
O=c1[nH]c(N2CCN(Cc3ccc4c(c3)OCO4)CC2)nc2c1CCC2,-0.5%,0%,-21,-9%,2%,-3%,1%,4%,20%,-1,0%
CN1C(=O)C(=Cc2coc3ccccc3c2=O)C(=O)N(C)C1=O,3.9%,0%,0,11%,-6%,-3%,12%,nt,0%,2,-2%
CC(C)C[C@H](NC(=O)C1CC(=O)N(c2ccc3c(c2)OCO3)C1)C(=O)NCc1ccco1 (some centres undefined),-0.2%,-3%,17,43%,0%,1%,3%,nt,?,nt,nt
COc1ccc(CCNCc2ccccc2F)cc1OC,-0.2%,0%,-9,20%,-10%,-8%,2%,9%,-2%,1,-3%
CC12CN3CC(C)(CN(C1)C3c1cccs1)C2O (centres undefined),-0.3%,-3%,-9,14%,-4%,-4%,5%,2%,2%,2,11%
COc1nc(NCC2CCCO2)nc(N2CC3CC(C2)c2cccc(=O)n2C3)n1 (centres undefined),-0.1%,7%,10,0%,3%,-6%,3%,nt,-1%,-2,-3%
CC/C(=C(\c1ccc(O)cc1)c1ccc(OCCN(C)C)cc1)c1ccccc1,-0.5%,-4%,0,nt,?,-1%,-5%,?,3%,-2,-7%
COc1ccc(C[C@@H]2CN3C(=NC[C@@H]3Cc3ccc(O)cc3)N2C[C@H](C)NC(=O)CCC2CCCCC2)cc1,?,3%,38[activator],-11%,?,-1%,-3%,nt,-3%,4,-10%
Cn1c(O)c(C(=O)c2ccccc2F)c(=O)n(C)c1=O,-0.1%,1%,-7,4%[7.66 µM],3%,-2%,-12%,3%,11%,0,8%
CCn1c(O)c(/C=N/N2CCOCC2)c(=O)n(CC)c1=S,0.0%,2%,9,-1%,?,1%,2%,-2%,0%,4,0%
CCOC(=O)N1CCC(NC(=O)CCc2nc(C3=CCN(C)CC3)no2)CC1,-0.4%,-3%,14&-2,10%&10%,16%,-2%&-11%,5%&9%,9%,6%,0,1%
Cc1ccc2c(c1)C1CN(C)CCC1N2C(=O)c1ccccc1NS(=O)(=O)c1ccc(F)cc1C (centres undefined),?,0%,10,22%,3%,0%,0%,0%,-4%,0,-8%
CN1/C(=C\C=C2C(=O)NC(=S)NC2=O)C(C)(C)c2ccccc21,0.1%,5%,10,-11%,-7%,?,-5%,?,-3%,-4,-4%
COC(=O)C1=C(c2ccc(-c3ccccc3)c(F)c2)C[C@@H]2CC[C@H]1N2C(=O)NCCOc1ccccc1Cl,0.4%,nt,-10,-30%,-22%,4%,-14%,nt,-3%,nt,nt
Cn1cc(C(=O)OCC(=O)NC2(C#N)CCCC2)c2ccccc21,-0.6%,nt,-7,-19%,?,-4%,-1%,nt,1%,nt,nt
O=c1[nH]c(O)c(N=Nc2cccc(S(=O)(=O)N3CCOCC3)c2)c(=O)[nH]1,-0.4%,0%,0,-3%,5%,-1%,-1%,26%,3%,3,-2%
O=C(CCN1CCN(c2ccccc2)CC1)c1ccc(Br)cc1,0.1%,-6%,-6,?,?,-2%,-1%,-25%,-2%,1,nt
CC(=O)N1CN2CN(C(C)=O)CC(C(=O)c3ccc(Br)cc3)(C2)C1,-0.8%,0%,1,-9%,-1%,-3%,2%,17%,1%,2,2%
COc1ccc(OC)c(C2=NS(=O)(=O)N(C)C(C(=O)Nc3ccc(F)cc3F)=C2)c1,0.0%,1%,-24,-31%,?,-3%,-8%,25%,1%,-1,-1%[0.46 µM]
COc1ccc(OC)c(C2=NOC(C(=O)N3CCC4(CC3)OCCO4)C2)c1 (centres undefined),-0.1%,0%,-3,9%,-6%,0%,1%,-1%,-4%,1,-10%
OC(CC#CCN1CCCCCC1)(c1ccccc1)C1CCCC1 (centres undefined),-0.6%,1%,-11,-48%[inhibitor],3%,-6%,-2%,?,1%,1,-4%[11.5 µM]
O=C1NC(=S)N(c2ccc(F)cc2)C(=O)/C1=C\c1ccoc1,0.1%,-19%,2,9%,-21%,5%,?,?,-17%,-7,6%
COc1cc(/C=N/NC(=O)Cn2c([N+](=O)[O-])cnc2C)ccc1OC(=O)N(C)C,-0.5%,1%,-17,-16%,?,-10%,4%,0%,-5%,0,-9%
COc1cc2c(cc1OC)C(C(=O)NCCC(C)C)C1CCCCN1C2=O (centres undefined),-0.1%,0%,2,15%,-2%,-1%,1%,-4%,-1%,-3,0%
Cc1[nH]c2ccc(OCc3ccccc3)cc2c1CCN,-0.8%,nt,-16,-2%,?,-6%,-2%,-9%,-2%,1,-5%
COC(=O)C1=C(c2cccc(C#N)c2)C[C@@H]2CC[C@H]1N2C(=O)NC1CC1,0.1%,nt,5,5%,5%,0%,0%,nt,0%,nt,nt
Fc1ccc2c(c1)nnn2C1CCN(Cc2c(Cl)cccc2Cl)CC1,0.0%,-1%,-15,-57%[inhibitor],0%,0%,1%,3%,-2%,0,-2%
CCN(CC)CCCNC(=O)c1c(O)c2ccccc2n(Cc2ccccc2)c1=O,0.1%,3%,-6,2%,-29%,1%,-2%,?,0%,-3,-1%
CCC1(OC(=O)c2ccccc2)CC(C)N(C)CC1C (centres undefined),-0.2%,4%,-28,-38%[inhibitor],3%,?,-2%,-11%,-8%,5,-3%
COC(=O)C1=C(c2ccccc2OCc2ccccc2)C[C@@H]2CC[C@H]1N2C(=O)NCCOc1ccc(OC)cc1,0.3%,nt,-22,14%,-12%,-2%,-11%,nt,12%,nt,nt
CCN(CC)S(=O)(=O)c1ccc(NN=C(C#N)C#N)cc1,-1.6%,0%,-1,?,14%,-3%,-10%,?,4%,2,29%
O=C(CNC(=O)c1ccccc1Cl)Nc1ccc(Br)cc1C(=O)c1ccccc1,-0.3%,-2%,10,-19%,-1%,-1%,-2%,4%,-8%,8,-10%

Assay outcomes deposited in PubChem by National Center for Advancing Translational Sciences (NCATS).
